Bioassay records as filed in PubChem.
Cardio protect: modulators protecting cardiomyocytes from myocardial damage; H9c2 cardiomyocytes, H2O2 injury protection, ATPLite, 2 h; protection from H2O2 cell death, % at 20 µM; hit rate 0.63% among 360,000; AID 588492;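 active = compounds giving at least 50% protection of heart cells from peroxide-induced death in the single-dose screen, raw or plate-pattern-corrected value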;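 note: 0% = DMSO wells with peroxide and 100% = DMSO wells without peroxide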
MC4R ag barr: human MC4R agonism via beta-arrestin; activation, % at 8.9 µM; AID 540308; U2OS MC4R beta-arrestin complementation, luminescence; percent of melanotan II response, DMSO zero; hit rate 0.98% among 360,000; P32245;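 active = activation above a per-plate cutoff, the mean activation of sample wells on that plate plus 3 SD, cut at about 8% in these data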
Target sequence (P32245 whole entry, looked up): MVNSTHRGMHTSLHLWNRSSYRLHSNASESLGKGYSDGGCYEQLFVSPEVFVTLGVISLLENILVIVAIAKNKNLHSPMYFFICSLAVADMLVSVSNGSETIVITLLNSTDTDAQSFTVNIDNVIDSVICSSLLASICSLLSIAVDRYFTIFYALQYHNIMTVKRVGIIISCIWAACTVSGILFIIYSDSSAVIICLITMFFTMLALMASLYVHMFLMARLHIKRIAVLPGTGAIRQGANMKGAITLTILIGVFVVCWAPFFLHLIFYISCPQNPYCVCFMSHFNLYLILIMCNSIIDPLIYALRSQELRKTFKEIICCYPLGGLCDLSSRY
ABHD5 PLIN5 PPI: ABHD5-PLIN5 protein interaction inhibition; Q00G26+Q8WTS1; Split G. princeps luciferase complementation, luminescence, 4 h; inhibition, % at 4 µM; hit rate 0.78% among 360,000;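 active = inhibition above the mean inhibition across every tested compound plus 3 SD, cut at about 22% in these data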;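 note: 0% = DMSO only wells and the 100% control is not disclosed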
N-glyco inh: blocks N-linked glycosylation in D54 reporter cells; D54 ERlucT glycosylation luciferase reporter, 24 h; percent of 100 nM tunicamycin response; hit rate 0.23% among 360,000; reporter increase, % at 12.5 µM; AID 588692;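 active = mean luciferase reporter signal, scaled so untreated is 0 and the glycosylation-blocking control 100, at or above a set limit in every replicate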;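 note: luciferase carries N-glycosylation sites so blocking glycosylation raises the light; 0% = median of neutral control wells and 100% = median of 100 nM tunicamycin wells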
hiPSC survival: increases survival of single human iPS cells. hiPSC single-cell survival, ATPlite luminescence; 100% = ROCK inhibitor wells, 0% = DMSO. survival enhancement, % at 20 µM. hit rate 0.044% among 360,000. AID 602274; in the data active = survival enhancement above about 18%;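 note: cells exposed to compounds for 16 hours before the ATP read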
ABCB6 inh MLPCN: inhibitors of human ABC transporter ABCB6 | Q9NP58 | K562-ABCB6 porphyrin accumulation, flow cytometry, 1 h; stronger effect = lower value | fluorescence ratio to DMSO, % at 10 µM | hit rate 0.19% among 360,000;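 active = fluorescence ratio to DMSO below 75%, the collection mean minus 3 SD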;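 note: signal is porphyrin accumulated inside mitochondria; 100% equals median channel fluorescence of DMSO control wells; lower ratio means ABCB6 inhibition with less porphyrin fluorescence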
MC4R antag cAMP: antagonists of human melanocortin 4 receptor (MC4R); MC4R-expressing cells, MTII-stimulated cAMP, LANCE TR-FRET; inhibition, % at 6.5 µM; hit rate 0.48% among 360,000;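 active = inhibition above its plate's cutoff, the mean of tested wells on that plate plus 3 SD, cut at about 29% in these data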;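 note: 0% = Melanotan II alone and 100% = Melanotan II plus saturating MCL0020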
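Assay system: U2OS cells stably expressing human melanocortin 4 receptor (MC4R) / Dosing: 6.5 µM / Timing: compound 30 min, challenge 1 h, detection 1 h / Measured by: Eu-cAMP/anti-cAMP TR-FRET, emission 671 nm / Replicates: singlicate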
m5-HT2A agonist: activates the mouse 5-HT2A serotonin receptor; CHO-K1 mHTR2A beta-arrestin complementation, luminescence; percent of 30 µM serotonin response; activation, % at 7.6 µM; hit rate 0.66% among 360,000; P35363;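 active = activation above a run cutoff, the mean activation of all tested compounds plus 3 SD, cut at about 14% in these data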;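 note: 0% = plate median of compound wells and 100% = 30 µM serotonin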
Target sequence (P35363 whole entry, looked up): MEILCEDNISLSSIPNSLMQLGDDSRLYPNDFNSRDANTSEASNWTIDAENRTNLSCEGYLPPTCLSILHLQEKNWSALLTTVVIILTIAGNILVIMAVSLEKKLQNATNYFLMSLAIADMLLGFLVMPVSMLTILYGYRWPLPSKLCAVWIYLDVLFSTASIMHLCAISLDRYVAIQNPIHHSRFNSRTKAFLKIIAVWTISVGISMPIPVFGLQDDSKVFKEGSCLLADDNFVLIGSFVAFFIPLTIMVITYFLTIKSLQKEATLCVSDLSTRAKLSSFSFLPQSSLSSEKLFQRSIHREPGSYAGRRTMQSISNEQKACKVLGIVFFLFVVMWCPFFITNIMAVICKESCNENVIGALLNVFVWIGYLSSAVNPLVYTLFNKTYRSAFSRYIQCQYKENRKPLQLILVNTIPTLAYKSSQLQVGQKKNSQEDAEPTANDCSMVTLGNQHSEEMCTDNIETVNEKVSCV
aDG glyco up: alpha-DG glycosylation activation; activation, % at 10 µM; Pro5-aDG cells, alpha-DG glycosylation AlphaScreen (IIH6); 0% Pro5, 100% B10-LARGE cell signal; hit rate 0.22% among 360,000;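 active = activation of at least 8% versus controls, or a plate z-score of at least 8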;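 note: Pro5 are CHO cells carrying HIG-tagged alpha-DG that lacks glycosylation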
Exocytosis inh: blocks lytic granule exocytosis. TALL-104 LAMP-1 surface exposure, flow cytometry; cells stimulated with thapsigargin and PMA. inhibition, % at 10 µM. hit rate 0.66% among 360,000;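 active = inhibition above about 55%, limit read from the data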
* hit, by the source's call; / = not tested or not shown.

Fields – Cardio protect	MC4R ag barr	ABHD5 PLIN5 PPI	N-glyco inh	hiPSC survival	ABCB6 inh MLPCN	MC4R antag cAMP	m5-HT2A agonist	aDG glyco up	Exocytosis inh
- Cc1nonc1C1CCCN1C(=O)c1cc(COc2ccc(F)cc2F)on1 (stereo not drawn)
→ -13	-0.2	2	-5	0.1	98	11	-4	0.2	-2
- COc1ccccc1NC(=O)Cc1noc(CSc2nnc(C(F)(F)F)n2C)n1
→ -1	-1.5	0	3	1.8	98	0	2	-0.4	-4
- COc1ccc(C(c2c(C)[nH]n(C(N)=S)c2=O)C(C#N)C#N)cc1 (stereo not drawn)
→ 31	1.0	7	2	-0.5	92	14	-3	-0.2	0
- COc1ccc(N2CCN(C(=O)CN(c3cccc(Br)c3)S(C)(=O)=O)CC2)cc1
→ 4	-0.1	0	0	4.3	88	-1	4	0.1	0
- O=C(CC(c1ccccc1)c1cc(Cl)ccc1O)NCCCN1CCOCC1 (stereo not drawn)
→ -3	-1.3	6	0	-0.1	102	16	-10	-0.2	30
- C1=C(C(c2nnnn2C2CCCCC2)N2CCCCC2)COc2ccccc21 (stereo not drawn)
→ -1	0.8	1	-4	0.1	98	13	0	0.3	-4
- CC(C)(C)C1CCN2CCC[C@](c3ccccc3)(C1)C2OCCCO (stereo partly drawn)
→ /	/	-3	/	-0.7	107	/	3	-0.3	-8
- Cc1c([N+](=O)[O-])cc(C(=O)Nc2ccc3ncccc3c2)cc1[N+](=O)[O-]
→ 8	5.2	-9	2	1.3	91	0	-2	-0.2	-3
- COc1ccc(NC(=O)/C=N/O)cc1
→ 4	-1.0	-11	1	5.3	100	2	0	-0.1	0
- COc1ccccc1/C=C1\SC(=S)N(CCC(=O)NNC(=O)c2ccccc2OC)C1=O
→ 24	-1.8	3	2	-0.7	97	3	6	0.1	10
- COc1ccc(Nc2cc(Nc3cc(OC)c(OC)c(OC)c3)ncn2)cc1
→ 12	-1.3	-4	5	-0.7	97	-38	-5	0.1	-12
- CC(C)c1cc(CN2CCN(CCC#N)CC2)cc(C(C)C)c1O
→ -6	-0.3	4	1	-1.4	111	3	-2	0.4	-2
- CC(C)(C)OC(=O)N1CCC(c2cc(-c3cccs3)n[nH]2)CC1
→ -9	0.5	1	1	0.2	89	8	0	1.3	-2
- O=C(O)c1nccnc1C(=O)NCc1csc2ccc(Cl)cc12
→ -1	-0.4	-5	2	-0.1	98	17	0	-0.2	-4
- CCOC(=O)CNC(=O)CCNS(=O)(=O)c1ccc2c(c1)c(=O)n(C)c(=O)n2C
→ 3	0.2	-2	1	4.7	96	3	4	0.1	5

2 of these compounds in a different format:
Molecule: COc1ccc(NC(=O)/C=N/O)cc1
- Cardio protect: 4
- MC4R ag barr: -1.0
- ABHD5 PLIN5 PPI: -11
- N-glyco inh: 1
- hiPSC survival: 5.3
- ABCB6 inh MLPCN: 100
- MC4R antag cAMP: 2
- m5-HT2A agonist: 0
- aDG glyco up: -0.1
- Exocytosis inh: 0
Molecule: COc1ccccc1/C=C1\SC(=S)N(CCC(=O)NNC(=O)c2ccccc2OC)C1=O
- Cardio protect: 24
- MC4R ag barr: -1.8
- ABHD5 PLIN5 PPI: 3
- N-glyco inh: 2
- hiPSC survival: -0.7
- ABCB6 inh MLPCN: 97
- MC4R antag cAMP: 3
- m5-HT2A agonist: 6
- aDG glyco up: 0.1
- Exocytosis inh: 10

Next records
Fields – Cardio protect	MC4R ag barr	ABHD5 PLIN5 PPI	N-glyco inh	hiPSC survival	ABCB6 inh MLPCN	MC4R antag cAMP	m5-HT2A agonist	aDG glyco up	Exocytosis inh
- C=CCOc1ccc(C2=NO[C@@H]3[C@@H]4C[C@@H]([C@H]5C(=O)N(C)C(=O)[C@@H]45)[C@H]23)cc1
→ 2	1.2	2	0	0.0	100	-1	2	0.0	4
- CNS(=O)(=O)c1ccc(N2CCCC2)c([N+](=O)[O-])c1
→ -2	-3.4	-2	0	-0.1	99	18	0	0.9	-8
- CCOc1ccc(NS(=O)(=O)c2ccc(NS(=O)(=O)c3ccc(SC)cc3)cc2)cc1
→ 0	3.9	-6	1	-1.0	95	4	5	-0.1	3
- Cc1ccc(S(=O)(=O)N2C[C@H]3C(=O)C[C@@H](c4ccc(Cl)cc4)N(S(=O)(=O)c4ccccc4C)[C@H]3C[C@H]2c2cccc(Cl)c2)cc1
→ -5	0.8	-3	-7	1.0	93	-2	3	-0.1	4
- CCOc1ccc(CCNC(=O)CN2C(=O)NC3(CCCCCC3)C2=O)cc1OCC
→ 10	-0.9	-5	1	-0.3	101	0	-10	-0.1	1
- CC(=O)c1cccc(NS(=O)(=O)c2ccc(-c3cnc(C4CC4)o3)cc2)c1
→ -16	-3.1	-3	11	0.7	96	-12	4	1.3	16
- CN1C(=O)NC(c2ccccc2)C2=C1CN(CCc1ccccc1)C2=O (stereo not drawn)
→ -1	-0.8	2	0	-1.3	78	4	-3	0.0	0
- COc1cc(NC(=O)c2ccccc2Cl)c2ncccc2c1
→ 7	-1.5	-3	23	0.0	96	2	-4	0.2	11
- COc1ccccc1N1CCN(C(=O)c2ccc3ncsc3c2)CC1
→ -4	0.1	-3	20	-0.9	101	-2	-2	0.0	-6
- Fc1ccc(CNCc2ccc(Br)cc2)cc1
→ 3	3.0	3	0	0.2	97	23	-3	-0.1	-8
- O=C(CCN1C(=O)c2ccccc2C1=O)N1CCN(c2ccccn2)CC1
→ 7	0.7	4	0	-1.4	98	-3	-1	-0.1	-3
- CCNC(=S)NNC(=O)c1csc(CC)c1
→ 0	3.6	-5	0	-1.2	84	-2	3	0.1	4
- COc1cc(OC)c(S(=O)(=O)Nc2ccc(C(=O)O)cc2)cc1S(=O)(=O)Nc1ccc(C(=O)O)cc1
→ 0	0.1	-4	5	1.5	96	11	3	0.1	-4
- CC1CCN(c2c(NCC3CCC(C(=O)NCCC4=CCCCC4)CC3)c(=O)c2=O)CC1 (stereo not drawn)
→ 0	2.0	-1	0	1.0	102	6	1	-0.1	1
- CC(C)(C)OC(=O)CNC(=O)c1nc[nH]c1C(=O)N1CCc2ccccc2C1
→ 4	-2.7	-6	3	0.1	97	-4	-2	0.1	1
- CC(C)Oc1cccc(C(=O)NC2=NCCS2)c1
→ 0	-3.7	-8	-2	0.1	98	0	-3	0.0	-1
- CN(C)CCCNc1ncc(C(F)(F)F)cc1Cl
→ 5	-1.0	3	-1	4.0	99	5	-2	0.0	1
- CC(SC(=S)N(C)Cc1cccs1)C(=O)O (stereo not drawn)
→ 5	-1.3	-4	0	1.7	99	-1	1	0.0	1
- Cc1ccc(C(=O)N2CCCC2)cc1Br
→ 0	2.7	-5	-1	0.7	90	7	6	0.4	-2
- O=C(CSc1nc2ncccc2[nH]1)Nc1ccc2c(c1)OCCO2
→ 5	-0.3	-1	1	1.6	103	-1	-1	-0.1	3
- Cc1ccc(S(=O)(=O)N2CCOC2CNC(=O)C(=O)NCCCc2ccccc2)cc1 (stereo not drawn)
→ -6	-0.8	1	-5	-0.4	98	-4	0	0.1	4
- CCc1ccc(C(=O)Nc2cccc(-c3nn[nH]n3)c2)s1
→ -11	-0.6	-6	0	-0.5	99	12	2	0.0	2
- CC(C)(C)C(=O)/C=C(N)/C=C/c1ccccc1
→ -4	2.4	-7	-2	-1.4	101	1	-1	-0.1	-2
- O=C(NCC(=O)N(CCN1CCOCC1)C(C(=O)NC1CCCC1)c1cccs1)c1ccco1 (stereo not drawn)
→ 2	-0.5	1	1	1.9	88	12	2	-0.2	2
- COCCCNc1nc2ccccc2[nH]c1=O
→ -5	0.3	3	1	0.6	102	1	-1	0.1	-5
- Cc1cc(NC(=O)c2cccs2)ccc1NC(=O)Cc1ccccc1
→ -2	-1.9	4	0	0.7	100	3	4	-0.1	0
- Cc1ccc(C(=O)NC(C)C(c2cccs2)N2CCOCC2)cc1C (stereo not drawn)
→ 2	-1.6	1	0	2.9	98	10	6	-0.1	-1
- C#Cc1ccc([C@@H]2C=C(C(=O)N3CCN(Cc4ccc5c(c4)OCO5)CC3)O[C@H](OCCCCO)C2)cc1
→ 6	-1.6	-5	0	2.0	98	9	0	0.3	-7
- CCOC(=O)C1=CCC(c2ccccc2)N(S(=O)(=O)c2ccc(C)cc2)[C@H]1CC (stereo partly drawn)
→ /	/	-5	/	/	/	/	-9	1.4	10
- COC(=O)c1sccc1NC(=O)C12CC3CC(CC(C3)C1)C2
→ -2	-2.6	-3	0	5.8	97	0	-4	-0.3	0
- Nc1ccc(N=Nc2ccccc2)c2ccccc12
→ -3	-0.3	5	2	-0.3	96	-1	11	-0.2	-7
- Cc1ccc(S(=O)(=O)N2[C@@H](c3ccccc3)C(C(=O)O)=CC[C@H]2c2cccc(C)c2)cc1
→ 0	0.0	8	2	-0.4	97	11	1	-0.2	-5
- COc1cccc(-c2nnc(SCc3cccnc3)o2)c1
→ 6	-2.0	5	-4	1.8	94	10	5	0.0	-1
- O=c1c2ccccc2nc(SCc2ccc([N+](=O)[O-])cc2)n1-c1ccccc1
→ -6	-1.3	1	-4	-0.5	92	-15	7	-0.2	1
- O=C(CSCc1cccc(Br)c1)N/N=C/c1ccc2c(c1)OCO2
→ -9	5.7	-4	-1	5.1	99	-1	-4	0.0	5
- Cc1ccccc1OCC(=O)Nc1ccc2c(c1)OCCO2
→ -10	0.3	-6	-3	-0.2	97	0	0	0.1	-5
- COC(=O)Cc1ccc(N(Cc2ccccc2F)S(=O)(=O)c2ccc(Br)cc2)cc1
→ -9	-2.0	0	-2	3.0	105	1	-3	2.4	3
- Cn1cnc(C(F)(F)F)c1-c1ccc([N+](=O)[O-])cc1
→ -5	0.2	0	0	-2.6	103	7	-4	-0.1	-1
- COc1cc(NC(=O)COC(=O)c2nc3nc(C)cc(C)n3n2)cc(OC)c1
→ 0	-0.6	0	2	-0.2	106	4	4	0.2	-1
- FCCCOc1ccc(-c2nccc(-c3ccc(Br)cc3)n2)cc1
→ -10	0.2	2	5	-3.5	96	-1	-2	-0.2	2
